OX1R antag: antagonists of human orexin 1 receptor (OX1R) | O43613 | inhibition, % at 6.6 µM | hit rate 1.8% among 330,000 | AID 485270 | OX1R-expressing cells, FRET antagonist read-out; in the data active = inhibition mostly above about 38%, no sharp cut-off; inactive = mostly below about 40%;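 also: 0% = agonist challenge alone and 100% = reference antagonist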
Target sequence (O43613 whole entry, looked up): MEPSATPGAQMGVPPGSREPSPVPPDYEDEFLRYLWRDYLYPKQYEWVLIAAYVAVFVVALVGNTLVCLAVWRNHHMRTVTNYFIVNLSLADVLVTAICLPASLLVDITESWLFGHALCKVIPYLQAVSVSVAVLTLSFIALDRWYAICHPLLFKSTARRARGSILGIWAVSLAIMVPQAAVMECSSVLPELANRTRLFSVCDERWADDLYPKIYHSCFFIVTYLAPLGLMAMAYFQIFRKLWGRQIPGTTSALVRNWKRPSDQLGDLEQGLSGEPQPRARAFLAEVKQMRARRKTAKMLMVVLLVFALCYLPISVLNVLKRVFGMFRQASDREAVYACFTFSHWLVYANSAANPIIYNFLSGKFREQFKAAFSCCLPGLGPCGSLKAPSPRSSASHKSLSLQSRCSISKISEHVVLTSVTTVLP
STK33 inh: human STK33 kinase inhibition; Q9BYT3; purified STK33, MBP phosphorylation, ADP-Glo luminescence; inhibition, % at 10 µM; hit rate 0.073% among 320,000; AID 2661;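 active = inhibition at or above 25%, using the most active replicate where run in duplicate; inactive = inhibition below 25%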
Target sequence (Q9BYT3 whole entry, looked up): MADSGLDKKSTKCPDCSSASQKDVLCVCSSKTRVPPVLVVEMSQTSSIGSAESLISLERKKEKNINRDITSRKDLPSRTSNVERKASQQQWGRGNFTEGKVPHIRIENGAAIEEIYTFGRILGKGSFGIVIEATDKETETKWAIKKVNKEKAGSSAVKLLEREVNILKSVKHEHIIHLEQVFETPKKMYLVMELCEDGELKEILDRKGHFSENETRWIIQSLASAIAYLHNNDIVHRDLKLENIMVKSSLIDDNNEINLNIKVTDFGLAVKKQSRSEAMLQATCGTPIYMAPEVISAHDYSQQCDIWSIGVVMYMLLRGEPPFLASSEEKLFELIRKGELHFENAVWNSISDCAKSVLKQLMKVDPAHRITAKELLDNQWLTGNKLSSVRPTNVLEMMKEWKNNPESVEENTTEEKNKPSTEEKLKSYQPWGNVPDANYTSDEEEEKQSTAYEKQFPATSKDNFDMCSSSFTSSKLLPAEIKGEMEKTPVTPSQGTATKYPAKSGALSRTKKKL
* hit, by the source's call; / = no result given.

SMILES | OX1R antag | STK33 inh
Cn1nc(-c2ccccc2)c(-c2nc(-c3cccc(Cl)c3)no2)c1Cl | 14 | -1.9
NC(=NC(=O)c1ccccc1)N1CCN(C(c2ccccc2)c2ccccc2)CC1 | 3 | -0.5
CC(=O)c1sc(NC(=O)CCCOc2ccccc2C)nc1C | 31 | -0.4
CN(C)CCCN(C(=O)c1ccc(Br)s1)c1nc2cc3c(cc2s1)OCCO3 | 17 | -0.4
COC(=O)[C@H](Cc1ccccc1)NC(=O)NCCC1=CCCCC1 | 12 | /
Cc1nc(NC(=S)NC(=O)c2cncc(Br)c2)ccc1Br | 14 | 0.3
CN(c1ccccc1C(=O)Nc1ccc(S(=O)(=O)N2CCCC2)cc1)S(C)(=O)=O | 5 | -1.1
Cn1c(=O)c(=O)n(C)c2cc(S(=O)(=O)NCCc3ccccc3)ccc21 | 7 | -1.6
COc1ccc(NC(=O)C2CCCN(S(=O)(=O)c3c(C)n[nH]c3C)C2)c(OC)c1 (configuration not stated) | 15 | -0.5
Nn1c(SCC(=O)Nc2ccc3c(c2)OCO3)nnc1C(F)(F)F | 3 | -1.0
CN(C)S(=O)(=O)c1ccc(Cl)c(C(=O)OCC(=O)NNC(=O)c2cccs2)c1 | -2 | /
O=C(Nc1ccc(Oc2ccc(S(=O)(=O)N3CCOCC3)cn2)cc1)c1ccco1 | 27 | -2.5
CCn1c(SCC(=O)c2ccc(OC)cc2)nnc1C(C)NC(=O)c1ccc(OC)cc1 (configuration not stated) | 17 | -1.0
CC(O)C(NS(=O)(=O)c1ccc(Cl)cc1)C(=O)OCC(=O)Nc1cccnc1Cl (configuration not stated) | 2 | -1.5
CCN1C(=O)C(=O)N(CC(=O)N(C)CC(=O)Nc2ccccc2C(F)(F)F)C1=O | 6 | -1.3
CC(C)COP(=O)(OCC(C)C)C(O)c1ccc(N(C)C)cc1 (configuration not stated) | 20 | -82
O=S(=O)(/N=C(\c1ccccc1)N1CCOCC1)c1cccs1 | 32 | -1.8
O=C(Nc1nc2cc3c(cc2s1)OCO3)c1cccc(N2C(=O)CCC2=O)c1 | 9 | -0.6
Cc1ccc(S(=O)(=O)CCc2nnc(N)s2)cc1C | 18 | 0.1
Clc1ccc(-c2nnc3sc(-c4ccc(Br)o4)nn23)c(Cl)c1 | 20 | -0.3
Cc1ccc(Cl)c2sc(NC(=O)C3CC3)nc12 | 4 | -2.0
O=C(NCc1nnc(SCC(=O)N2CCCc3ccccc32)o1)c1ccccc1F | 14 | 0.6
COC(=O)C(NS(=O)(=O)c1ccccc1Br)C(C)C (configuration not stated) | 15 | -1.7
COC(=O)c1ccccc1NS(=O)(=O)c1cn(C)c(=O)n(C)c1=O | 3 | 0.4
CN(C)Cc1c(C(=O)N/N=C/c2ccoc2)nnn1-c1nonc1N | 12 | 0.6
(next part)
SMILES | OX1R antag | STK33 inh
CSc1nsc(SCc2ccc(Cl)cc2)n1 | 5 | -0.7
COc1ccc(S(=O)(=O)N2CCC3(CC2)OCCN3S(=O)(=O)c2cccs2)cc1OC | 24 | 0.5
COC(=O)c1cc(NC(=O)CC2CCCC2)cc(C(=O)OC)c1 | 16 | 1.0
COc1cccc(-c2nc(NCCN3CCOCC3)c3ccccc3n2)c1O | 9 | -1.4
Cc1ccc(CNC(=O)[C@H]2C[C@@H]2[C@H](NP(=O)(c2ccccc2)c2ccccc2)c2ccccc2)o1 | 12 | 0.7
Cc1cc(C)nc(N2CCCC(C(=O)NC(C)CCc3ccco3)C2)n1 (configuration not stated) | 13 | -0.3
COc1ccc(COC(=O)NC2CCN(S(=O)(=O)c3ccc(OC)cc3)CC2)cc1 | 8 | 0.2
COc1ccc2[nH]c(=O)c(CN(C(=O)c3ccccn3)C3CCCCC3)cc2c1 | 15 | 0.5
C=CCNC(=O)c1c(Br)cnn1-c1ccc(C)cc1 | 12 | -0.8
C=CCn1c(COc2ccc(F)cc2)nnc1SC(C)C(=O)NCC1CCCO1 (configuration not stated) | 9 | -0.1
O=C(CCn1nnc(-c2cccs2)n1)NC1CCCCC1 | 14 | -0.7
CC(=O)/C(N=Nc1ccc(-n2ccc(C(F)(F)F)n2)cc1)=C(\C)O | 14 | -1.0
COCCNC(=O)C(C#N)c1nc2ccccc2nc1N1CCCCCC1 (configuration not stated) | 15 | 1.3
COc1ccc(-c2ccncc2)cc1OC | 27 | 1.9
N#Cc1cnn(-c2ccc(F)cc2)c1N | 0 | -0.9
O=C(O)C1CC(=O)N(Cc2ccccc2)C1 (configuration not stated) | 1 | -0.6
COc1ccc(-c2nc(NC(=O)CSCCO)sc2C)cc1 | 25 | -0.6
C=CCN1c2ccccc2[C@]23C[C@@H](C(=O)OC)N(C(=O)C4CCC4)C2=NC(C(=O)OC)=C(C(=O)OC)[C@H]13 | 23 | 0.2
O=C(CN1CCCC1)N1CCN(c2ccccc2)CC1 | 3 | -1.2
CN(C)/C=C1\C(=O)NN=C1C(F)(F)F | 7 | 0.1
C/C(CC(=O)Nc1cccc2c1CCCC2)=N\NC(=O)Cc1ccccc1 | 13 | 0.9
CCOC(=O)[C@@H]1[C@H]2COc3ccc(Br)cc3[C@@H]2N2C(=O)N(c3ccc(OC)cc3)C(=O)[C@@]12C | 5 | -2.1
CC(=O)c1cccc(NC(=S)NC(=O)c2ccc(Br)cc2)c1 | 17 | /
COc1cc(/C=C(\C#N)c2ccccn2)ccc1OCc1ccccc1 | 24 | -0.8
Cc1ccc(NC(=O)CSc2ccc(Br)cc2)cc1S(=O)(=O)N1CCOCC1 | 25 | -0.8
Later entries.
SMILES | OX1R antag | STK33 inh
CCOc1ccc(N2CC(O)=C(c3nc4ccccc4c(=O)[nH]3)C2=N)cc1 | 33 | -1.0
O=C(CCNS(=O)(=O)c1ccccc1)NCCSc1ccc(Br)cc1 | 7 | -0.1
CCN(CC)C(=O)Cn1c(=O)n(-c2ccccc2)c(=O)n1CC(=O)N(CC)CC | -5 | -1.2
Cc1ccc(NC(=O)CCN2C(=O)c3ccccc3S2(=O)=O)cc1F | 7 | -2.1
O=C(NC1CCCCCCC1)c1c(Cl)cccc1Cl | -2 | -2.5
CCCCCc1ccc(-c2cn(CCc3c[nH]c4ccccc34)nn2)cc1 | 25 | -0.8
CC1CCCCN1C(=O)Nc1cccc(C(F)(F)F)c1 (configuration not stated) | 34 | -1.3
CC(C)(C)c1ccc(C(=O)N2CCN(c3ccc(N4CCOCC4)nn3)CC2)cc1 | 9 | /
CC(c1cccs1)N(Cc1ccco1)C(=O)Nc1ccc(Cl)c(Cl)c1 (configuration not stated) | 22 | 9.2
CS(=O)(=O)Nc1cccc(C(=O)OCCCOc2ccc(F)cc2)c1 | 5 | -1.4
COc1cccc(Nc2nc(-c3ccc4c(c3)OCCO4)cs2)c1 | 38 | 0.1
COc1cc(NC(N)=S)c(OC)cc1Cl | 3 | -0.8
COC(=O)c1nc(NC2=NCCCCC2)n[nH]1 | 21 | -0.2
O=C(CSc1nnc(-c2ccco2)o1)NC1CCCCC1 | 3 | -0.1
CCNC(=S)N1CCN(S(=O)(=O)/C=C/c2ccccc2)CC1 | 6 | -0.9
Nc1nc(NCCCN2CCOCC2)nc(Nc2ccc(Cl)cc2)c1[N+](=O)[O-] | 18 | 1.0
CCN(CC)CCCNC(=O)c1ccc(Cl)c(S(=O)(=O)Nc2ccccc2OC)c1 | 11 | -1.9
CC(=O)NS(=O)(=O)c1ccc(NC(=O)c2ccc(S(=O)(=O)N3CCCC3)cc2)cc1 | 2 | -0.6
O=C(Cn1cc(C(=O)c2ccco2)c2ccccc21)NC1CCCC1 | 17 | -2.9
C=CCN1C(=NC(=O)CCCC(=O)O)SC2CS(=O)(=O)CC21 (configuration not stated) | 19 | -1.5
CC(C)(C)c1ccc(NC(=O)COC(=O)C2CCCC2)cc1 | 2 | -1.4
Cc1nnc(N/N=C/c2ccc(-c3ccccc3F)o2)n1N | 57* | 1.4
NN(CCO)C(=S)Nc1ccc(Cl)cc1 | 15 | -1.3
Sc1nnc(-c2ccc(Cl)cc2)n1Cc1ccccc1 | 3 | -2.0
O=C(O)C1CCC(=O)N1Cc1ccc(F)cc1 (configuration not stated) | 5 | -1.5
(cont.)
SMILES | OX1R antag | STK33 inh
CCOC(=O)N1CCN(S(=O)(=O)c2cc(OCC(N)=O)c(C)cc2Cl)CC1 | 11 | -1.1
c1ccc(CSc2nnc(-c3ccco3)o2)cc1 | 8 | 1.1
Cn1c(=NC(=O)CS(=O)(=O)c2ccccc2)sc2ccccc21 | 1 | /
CC1(c2ccc(Cl)cc2Cl)NC(=O)N(CC(=O)Nc2cccnc2Cl)C1=O (configuration not stated) | 5 | 1.0
COc1cc(NC(=O)c2cccc(S(=O)(=O)N3CCCCC3)c2)cc(OC)c1OC | -2 | -1.6
COc1ccc(NC(=O)C(c2ccc(OC)cc2)N(C)C(=O)c2cnccn2)cc1 (configuration not stated) | 19 | -1.5
Cc1c(C(c2cc3c(cc2Br)OCO3)c2c(C)n(C)n(-c3ccccc3)c2=O)c(=O)n(-c2ccccc2)n1C | 7 | 0.1
CCOc1ccc(-c2cccc(NS(=O)(=O)c3cc([N+](=O)[O-])ccc3C)c2)nn1 | 27 | -3.3
Cn1c(=O)c2c(=O)cc(NNC(=O)C(C)(C)C)[nH]c2n(C)c1=O | 9 | -1.0
OCC[C@@H]1C[C@H](O)[C@@H](O)[C@@]2(CCCc3ccccc3O2)O1 | 25 | -0.6
CC(C)Oc1ccc(CNC(=O)Oc2ccccc2)cc1 | / | -1.6
O=C(c1cccc(S(=O)(=O)N2CCN(c3ccccc3)CC2)c1)N1CCCCCCC1 | 16 | -1.3
Cc1ccccc1NS(=O)(=O)c1ccc2oc(=O)ccc2c1 | 5 | -1.0
CCCn1c(N)c(N(CCOC)C(=O)c2ccc([N+](=O)[O-])c(C)c2)c(=O)[nH]c1=O | 14 | -2.2
CCOC(=O)C(O)(CC(=O)Nc1cc(F)ccc1C)C(F)(F)F (configuration not stated) | 12 | -4.0
Cc1cccnc1CNC(=O)C1CCC(=O)N(CCc2cccc(F)c2)C1 (configuration not stated) | 10 | -1.3
CN1CCN(NC(=O)c2ccc(F)cc2)CC1 | 2 | -1.5
COC(=O)C(C(=O)OC)c1ncc(C(F)(F)F)cc1Cl | 14 | -1.4
Cc1ccc(S(=O)(=O)N(CC(=O)Nc2ccc(C(N)=O)cc2)C(=O)N2CCN(C)CC2)cc1 | 5 | -0.9
COc1ccccc1CN(C)C(=O)c1cccc(S(=O)(=O)N2CCCC2)c1 | 4 | -1.5
CCOC(=O)c1c(C)[nH]c(C)c1C(=O)COC(=O)c1ccc(OC)c(OC)c1 | 26 | -1.3
CCN(CC)CCCN1CC(O)=C(c2nc3ccccc3s2)C1=N | 25 | 0.9
CC1CC2=C(C(=O)O1)C(C)Nc1ccccc1N2 (configuration not stated) | 15 | /
COc1ccc(/C=C(\NC(=O)c2ccccc2)C(=O)NCCN2CCOCC2)cc1 | 8 | -1.4
O=C(Nc1cccc(NC(=O)c2ccccc2Cl)c1)c1ccc(F)cc1 | 7 | 0.2

Grouped by structure: the compounds so far with a nitro group on carbon (three)
SMILES | OX1R antag | STK33 inh
Nc1nc(NCCCN2CCOCC2)nc(Nc2ccc(Cl)cc2)c1[N+](=O)[O-] | 18 | 1.0
CCOc1ccc(-c2cccc(NS(=O)(=O)c3cc([N+](=O)[O-])ccc3C)c2)nn1 | 27 | -3.3
CCCn1c(N)c(N(CCOC)C(=O)c2ccc([N+](=O)[O-])c(C)c2)c(=O)[nH]c1=O | 14 | -2.2

The listing picks up, repeating the two entries before the break.
SMILES | OX1R antag | STK33 inh
COc1ccc(/C=C(\NC(=O)c2ccccc2)C(=O)NCCN2CCOCC2)cc1 | 8 | -1.4
O=C(Nc1cccc(NC(=O)c2ccccc2Cl)c1)c1ccc(F)cc1 | 7 | 0.2
CC(=C/c1ccccc1)/C=N/Nc1nc(N2CCCCC2)nc(N2CCCCC2)n1 | 5 | -1.2
Cc1ccccc1CNS(=O)(=O)c1c(C)[nH]c(C)c1C(=O)N1CCCCC1 | 19 | -0.7
CCN(c1ccc(NC(=O)COC(=O)c2cccs2)cc1)C(C)C | 3 | -0.1
NC(=S)Nc1ccc(S(=O)(=O)c2ccc(NC(N)=S)cc2)cc1 | 0 | -1.6
Cc1ccccc1N1CCN(CC(=O)Nc2nccs2)CC1 | 12 | -3.8
O=C(NCCCn1ccnc1)NC(C(F)(F)F)C(F)(F)F | 2 | 0.7
CCOC(=O)C(=O)N1CCN(CC)CC1 | 6 | -0.8
CC1CC1c1ccc(/C=C(\C#N)C(=O)Nc2ccccc2Cl)o1 (configuration not stated) | 40 | -0.1
CCCC1=C(C(=O)OCC)C(c2cc(Cl)cc(OC)c2OCC(=O)OCC)NC(=O)N1 (configuration not stated) | 1 | -0.4
O=C(NC(Nc1nc2ccc([N+](=O)[O-])cc2s1)(C(F)(F)F)C(F)(F)F)c1ccccc1 | 89* | 6.0
Cc1c(NC(=O)COC(=O)Cc2ccc(F)cc2)c(=O)n(-c2ccccc2)n1C | 8 | -1.7
O=C(CNC(=O)c1ccc2c(c1)OCCO2)N/N=C/c1ccc(Cl)cc1 | 6 | -1.3
Cc1ccc(N=C/C(C(=O)C(F)(F)F)=C(\O)c2ccco2)cc1Cl | 14 | -3.0
O=S(=O)(c1cnccc1N1CCN(/N=C/c2ccccc2)CC1)N1CCCCC1 | 16 | -1.0
O=C(O)c1cn(-c2ccccc2)nc1-c1ccc(F)cc1 | 11 | -0.3

Among those listed so far, these contain an aryl thioether with sulfur outside any ring.
SMILES | OX1R antag | STK33 inh
Nn1c(SCC(=O)Nc2ccc3c(c2)OCO3)nnc1C(F)(F)F | 3 | -1.0
CCn1c(SCC(=O)c2ccc(OC)cc2)nnc1C(C)NC(=O)c1ccc(OC)cc1 (configuration not stated) | 17 | -1.0
O=C(NCc1nnc(SCC(=O)N2CCCc3ccccc32)o1)c1ccccc1F | 14 | 0.6
CSc1nsc(SCc2ccc(Cl)cc2)n1 | 5 | -0.7
C=CCn1c(COc2ccc(F)cc2)nnc1SC(C)C(=O)NCC1CCCO1 (configuration not stated) | 9 | -0.1
Cc1ccc(NC(=O)CSc2ccc(Br)cc2)cc1S(=O)(=O)N1CCOCC1 | 25 | -0.8
O=C(CCNS(=O)(=O)c1ccccc1)NCCSc1ccc(Br)cc1 | 7 | -0.1
O=C(CSc1nnc(-c2ccco2)o1)NC1CCCCC1 | 3 | -0.1
c1ccc(CSc2nnc(-c3ccco3)o2)cc1 | 8 | 1.1
